Screens deposited in PubChem by Fisher Drug Discovery Resource Center.
mcGAS inh = blocks mouse cGAS activity. Q8C6L5. AID 1259399. recombinant cGAS, Kinase-Glo ATP depletion luminescence. inhibition, % at 12.5 µM. 160,000 tested, 0.15% active;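 also: 0% = negative control wells and 100% = reference inhibitor with no enzyme activity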
hcGAS lum = human cGAS inhibition. Q8N884. recombinant h-cGAS, ATP depletion, Kinase-Glo luminescence. inhibition, % at 12.5 µM. 290,000 tested, 0.081% active. AID 1259398;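 also: 0% = vehicle reaction and 100% = reaction without DNA for no activity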
Target sequence (Q8N884 whole entry, looked up): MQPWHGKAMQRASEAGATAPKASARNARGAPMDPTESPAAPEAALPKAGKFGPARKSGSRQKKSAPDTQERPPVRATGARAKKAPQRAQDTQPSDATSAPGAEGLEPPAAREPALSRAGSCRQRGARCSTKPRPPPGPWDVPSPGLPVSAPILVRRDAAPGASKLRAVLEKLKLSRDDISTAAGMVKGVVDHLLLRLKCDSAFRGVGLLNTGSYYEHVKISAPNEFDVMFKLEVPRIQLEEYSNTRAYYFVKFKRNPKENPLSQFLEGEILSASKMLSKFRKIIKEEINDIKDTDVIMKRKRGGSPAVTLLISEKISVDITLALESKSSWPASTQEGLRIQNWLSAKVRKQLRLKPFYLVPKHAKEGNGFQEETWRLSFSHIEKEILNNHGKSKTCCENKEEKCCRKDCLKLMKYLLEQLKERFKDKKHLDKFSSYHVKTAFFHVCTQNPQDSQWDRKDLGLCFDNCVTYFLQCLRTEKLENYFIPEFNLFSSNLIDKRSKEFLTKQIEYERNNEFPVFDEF
NPYLR7 agonist = activates Aedes aegypti NPYLR7 receptor; activation, % at 10 µM; 270,000 tested, 0.15% active; AID 1259423; HEK293T NPYLR7/Galpha15, GCaMP6s calcium fluorescence; in the data active = activation above about 40%;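 also: 0% = vehicle and 100% = reference agonist at the receptor; some compounds past the cut are filed as inactive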
Starred values were filed as active, the others as inactive; . = no result given; & = joins results of further samples. Rule as the data show it, unless noted: active = inhibition above about 40%; inactive = the rest.

SMILES	mcGAS inh	hcGAS lum	NPYLR7 agonist
COc1ccc(C(=O)CCC(=O)N2CCCC3(CC2)CN(C)C(=O)O3)cc1 (stereo not drawn)	.	-6.4	8.0
COc1cc(OC)cc(N2CCN(Cc3ccc(F)cc3F)C(C)C2=O)c1 (stereo not drawn)	.	0.1	6.3
CO/N=C(/C(=O)N[C@H](C)C(C)(C)C)c1csc(NC=O)n1	-3.1	-4.4	-2.3
CCCNC(=O)COc1c(Cl)cc(Cl)c2ccc(C)nc12	.	-11.2	-0.6
O=C1C2CCCN2C(c2ccc(Cl)c(Cl)c2)N1c1nccs1 (stereo not drawn)	-6.5	-7.9	7.4
CCc1ccc(-c2cc3c(SCC(=O)Nc4cc(F)ccc4F)nccn3n2)cc1	1.9	-2.1	-2.1
O=C(CCc1c[nH]c2ccccc12)N1CCc2c(cc(-c3cccc(Cl)c3)c(=O)n2CC2CC2)C1	-15.1	-3.5	7.8
COc1cc(CNC2(CCO)CCC2)cc2c1OCCO2	-13.7	-8.3	8.8
CC(C)[C@H](NC(=O)c1cccc2nccnc12)C(N)=O	-6.2	-3.7	-5.9
Cc1cc(C)nc(C(C#N)C(=O)CCc2cscn2)n1 (stereo not drawn)	.	-12.6	14.2
CC1CC1CN(C(=O)Nc1ccc(S(C)(=O)=O)cc1)C(C)C (stereo not drawn)	-2.5	-2.9	-0.4
Cc1ccc(C2c3ccccc3CCN2C(=O)c2cc(C)oc2C)cc1 (stereo not drawn)	-3.6	0.1	-2.8
O=C(CSc1nnc(CNC(=O)c2cccs2)n1-c1ccccc1)Nc1nc2ccccc2s1	.	-4.4	-7.3
COc1cc(C(=O)NS(=O)(=O)c2ccc(Cl)cc2)ccc1OC(C)C	.	2.2	0.4
Cc1c(CN2CCC3(CC2)C(=O)N(CCCc2cccnc2)C(=O)N3CC(C)C)cnn1C	-7.1	-16.8	13.5
Cc1ccc(COC(=O)c2nnn(-c3ccccc3)c2C)cc1	4.0	6.5	-20.4
O=C(NCCNC(=O)[C@H]1CCCN1C(=O)c1cccc(Br)c1)c1ccccc1	-4.5	-3.5	-0.9
COc1cc(NC(=O)N(Cc2ccc(OS(=O)(=O)c3cccc(C(F)(F)F)c3)cc2)Cc2ccco2)cc(OC)c1	-3.6	-4.7	1.7
CC(C)(C)c1cc(C(=O)Oc2cccc3cccnc23)cc(C(C)(C)C)c1	.	-0.2	7.6
CC(=O)c1ccc(S(=O)(=O)NCc2ccccn2)cc1	1.9	1.0	12.0
CCN(CC)CCCC(C)NC(=O)c1c(C)noc1-c1ccc(C(C)(C)C)cc1 (stereo not drawn)	-5.9	-3.3	6.3
Cc1ccccc1CN1CCC(CNS(=O)(=O)NCc2ccccc2)C1 (stereo not drawn)	.	-2.1	7.4
Cc1cc(-c2csc(CC(N)=O)n2)c(C)n1CCC1=CCCCC1	.	-6.8	9.5
COCCCNCc1c(-c2ccccc2)noc1N1CCCCC1C (stereo not drawn)	.	-1.9	16.4
Ic1ccccc1-c1nc(-c2cccnc2)no1	.	-5.9	-1.2
Cn1cc(S(=O)(=O)Nc2ccnn2-c2cccc(Cl)c2)cn1	.	-13.8	8.6
CC(C)C(O)CN(CCN1CCOCC1)Cc1cccn1Cc1ccccc1 (stereo not drawn)	-2.7	-0.3	-1.7
Cc1cccc(C(=O)N2CCC(C3CCN(Cc4cccc(F)c4F)CC3)C2)n1 (stereo not drawn)	.	-9.2	4.7
CC(=O)Cn1c(=O)c2c(nc3n(-c4ccc(C(F)(F)F)cc4)c(C)c(C)n23)n(C)c1=O	.	-0.2	-2.0
Cc1sc2nc(-c3cccs3)nc(Oc3cccc[n+]3[O-])c2c1C	.	-2.5	-2.1
Cc1ccccc1N1CCN(c2cc(Cl)nc(SCC(=O)NCCC(c3ccccc3)c3ccccc3)n2)CC1	-5.0	-2.9	21.4
O=C(NCC1CCCO1)C1CCN(C2CCN(C3Cc4ccccc4C3)CC2)CC1 (stereo not drawn)	.	-4.6	12.7
CCC(=O)N1CCSC1c1cccc(Oc2ccccc2)c1 (stereo not drawn)	-5.7	-5.4	6.2
CCNC(=O)NC(=O)COC(=O)CN1C(=O)NC2(CCCC2)C1=O	-7.7	-5.9	-3.9
COC(=O)N1CCCN(C(=O)Nc2ccc(F)cc2Cl)CC1	-6.7	-12.1	9.4
COc1cc(-c2nn(CN(C)Cc3ccccc3)c(=S)o2)cc(OC)c1OC	.	-3.2	9.4
CCN(C(=O)CSc1ccc(NC(C)=O)cc1)c1ccc(F)cc1	.	-7.4	-0.8
O=C(NC1CC1)c1ccccc1CCc1ccccc1	.	-5.7	-1.9
COCCN1CCN(C(C)C(=O)N2CCCC2)CC1 (stereo not drawn)	.	-4.2	4.7
COc1ccc2oc(=O)n(C3CCN(C(=O)COCc4ccccc4)CC3)c2c1	-7.1	-4.8	-5.9

Not a retest: entries from further up.
SMILES	mcGAS inh	hcGAS lum	NPYLR7 agonist
Ic1ccccc1-c1nc(-c2cccnc2)no1	.	-5.9	-1.2
Cn1cc(S(=O)(=O)Nc2ccnn2-c2cccc(Cl)c2)cn1	.	-13.8	8.6
CC(C)C(O)CN(CCN1CCOCC1)Cc1cccn1Cc1ccccc1 (stereo not drawn)	-2.7	-0.3	-1.7
Cc1cccc(C(=O)N2CCC(C3CCN(Cc4cccc(F)c4F)CC3)C2)n1 (stereo not drawn)	.	-9.2	4.7
CC(=O)Cn1c(=O)c2c(nc3n(-c4ccc(C(F)(F)F)cc4)c(C)c(C)n23)n(C)c1=O	.	-0.2	-2.0
Cc1sc2nc(-c3cccs3)nc(Oc3cccc[n+]3[O-])c2c1C	.	-2.5	-2.1
Cc1ccccc1N1CCN(c2cc(Cl)nc(SCC(=O)NCCC(c3ccccc3)c3ccccc3)n2)CC1	-5.0	-2.9	21.4
O=C(NCC1CCCO1)C1CCN(C2CCN(C3Cc4ccccc4C3)CC2)CC1 (stereo not drawn)	.	-4.6	12.7
CCC(=O)N1CCSC1c1cccc(Oc2ccccc2)c1 (stereo not drawn)	-5.7	-5.4	6.2
CCNC(=O)NC(=O)COC(=O)CN1C(=O)NC2(CCCC2)C1=O	-7.7	-5.9	-3.9
COC(=O)N1CCCN(C(=O)Nc2ccc(F)cc2Cl)CC1	-6.7	-12.1	9.4
COc1cc(-c2nn(CN(C)Cc3ccccc3)c(=S)o2)cc(OC)c1OC	.	-3.2	9.4
CCN(C(=O)CSc1ccc(NC(C)=O)cc1)c1ccc(F)cc1	.	-7.4	-0.8

(list continues)
SMILES	mcGAS inh	hcGAS lum	NPYLR7 agonist
CC(NC(=S)NNC(=O)Cn1ncc2ccccc2c1=O)c1ccccc1 (stereo not drawn)	2.5	15.9	-7.0
Cc1ccc(C)c(NC(=O)N2CCCC(C(=O)c3cccc(Cl)c3)C2)c1 (stereo not drawn)	.	-1.5	-5.7
O=C(c1cccc(C(F)(F)F)c1)N1CCSC1c1cccc(Oc2ccccc2)c1 (stereo not drawn)	-4.4	-2.2	-9.0
O=C(NC1CCCCC1)c1csc(CSc2nnc(-c3ccncc3)n2-c2ccccc2Cl)n1	-4.8	-6.6	-1.0
COc1cccc(-c2nn(Cc3cccc(C)c3)c(=O)c3nc(C)sc23)c1	-7.8	-1.9	17.1
CCCNC(=O)C1(C)CCN1C(=O)Cc1ccc(C(C)C)cc1 (stereo not drawn)	.	-5.9	0.5
O=[N+]([O-])c1ccc(N2CCN(c3nc(Cc4ccc(Cl)cc4)ns3)CC2)cc1	-5.4	1.4	.
CCCC(=O)Nc1cccc(CN2C(=O)C(C)NC2=S)c1 (stereo not drawn)	.	-5.0	6.4
C=Cc1cccc(CN2CCN(C)C3(CCN(C)CC3)C2)c1	.	-4.3	2.8
CCCn1nc(C(=O)Nc2ccccc2-n2cccn2)ccc1=O	.	-18.1	10.0
CC(C)c1nc(CCCN(C)C)n(-c2cccc(Cl)c2)n1	.	5.9	-6.9
Cc1cccc(NC(=S)NNC(=O)CCn2nc(C)c(Br)c2C)c1	.	0.6	-2.9
c1ccc(CCCN2CCCCC2c2ncc[nH]2)cc1 (stereo not drawn)	.	-3.1	-3.7
N#CCc1cccc(C(=O)NCCc2nc(-c3ccccn3)cs2)c1	.	4.6	-3.9
COCc1nc(NCc2cccc(CN3CCCC3)c2)c2cnn(C)c2n1	-13.6	-4.1	-7.3
O=c1onc2cnc3ccccc3n12	-0.9	2.9	3.9
CCOC(=O)C1CCCN(C(=O)c2cc(-c3ccc(OC)cc3)n(-c3ccccc3Cl)c2C)C1 (stereo not drawn)	-3.9	-4.4	4.8
Cc1noc(-c2cccc(C(F)(F)F)c2)c1C(=O)NC1CCCc2ccccc21 (stereo not drawn)	-8.9	-8.3	28.4
Cn1ccnc1CN(C(=O)C1CCN(Cc2ccccc2)CC1)C1CC1	.	-7.7	4.4
CSc1nnc(C)c(=O)[nH]1	-7.0	-1.8	2.7
CCc1ccc(NC(=O)C(C)S(=O)(=O)CC2CCOCC2)cc1 (stereo not drawn)	.	-5.5	-0.7
Cc1oc(-c2ccccc2)nc1CON=C1CCC2(CC1)OCCO2	0.3	5.2	2.3
Cc1n[nH]c(C)c1S(=O)(=O)Nc1ccc2c(c1)OCCO2	.	1.2	-3.4
CC(C)c1noc(CN(C)C(=O)c2cc(COc3ccccc3)[nH]n2)n1	-9.0	-5.4	0.3
CCCC(C)NC(=O)c1cc(C)nc2ccccc12 (stereo not drawn)	.	-9.6	-7.1
CCN(/C=C1/CCCCC1=O)C1CC2CCC1C2 (stereo not drawn)	.	-7.9	2.4
CS(=O)(=O)c1ccc(C(=O)NCc2cnn3ccccc23)cc1	-14.3	-8.6	9.1
COc1c(Cl)cc(C(=O)Nc2c(C(C)C)n(C)n(-c3ccccc3)c2=O)cc1Cl	.	-1.3	2.6
O=C(NCC1CCCCO1)c1ccc2oc(CCCc3ccccc3)nc2c1 (stereo not drawn)	-9.9	-8.3	-0.2
CCOc1ccccc1OCC(=O)Nc1cc(C(N)=O)[nH]n1	.	-7.9	0.4
COc1cc(OC)cc(-c2n[nH]c(=S)n2-c2ccc(C)cc2)c1	.	-2.3	9.0
O=C(c1ccc2c(c1)OCO2)C1CCCN(C(=O)NCc2ccccc2)C1 (stereo not drawn)	-5.2	-6.0	2.3
O=C(Nc1ccccn1)c1occc1-c1ccccc1	.	-3.9	5.6
O=C(Nc1ccc(Br)cc1)c1cc2ccccc2oc1=O	-5.2	-8.1	-4.0
Cc1ccc(C2(O)CCN(C(=O)c3ccc4cc[nH]c4c3)CC2)nc1	-15.4	-2.9	9.0
CCn1c(SCC(=O)N(C)c2ccccc2)nc2c([nH]c3ccccc32)c1=O	-6.6	7.2	-4.3
C=CCn1cnc2c(nnn2C)c1=O	.	-4.3	3.0
Oc1ccccc1-c1nc(-c2ccccc2)no1	.	-11.5	0.4
OCCN1CCN(c2cc(-c3ccc4[nH]ccc4c3)nc3ccnn23)CC1	-0.7	-3.9	-5.4
Cc1cc(=O)[nH]c(NN=Cc2cc([N+](=O)[O-])ccc2O)n1	.	5.1	-3.2
O=C1OC(c2ccc(Cl)cc2)=NC1=Cc1ccc(F)cc1	-7.7	-6.3	-0.4
COCCOC(=O)C1=C(C)NC(C)=C(C(=O)OC(C)C)C1c1cccc([N+](=O)[O-])c1 (stereo not drawn)	-6.7&-5.3	0.4&2.2&3.7&-6.5&-9.5	-4.9&-16.6&0.3&2.6&-1.4
O=C(O)c1ccccc1C1CCN(C(=O)Cc2c[nH]c3ccccc23)C1 (stereo not drawn)	.	-2.1	14.8
CCN1CC(CN(C)c2nc(C)nc3sccc23)CC1=O (stereo not drawn)	-11.5	-4.8	1.2
O=C(Nc1ccc(N2CCc3ccccc3C2)c(C(=O)NCCc2ccccc2)c1)c1ccc(F)cc1	-1.9	0.8	5.3
CN(C)CC1(O)CCCN(C(=O)COCc2nc3ccc(F)cc3[nH]2)CC1 (stereo not drawn)	.	-1.7	4.0
COc1ccccc1C(=O)Nc1nnc(-c2ccc(F)cc2)s1	-0.9	2.1	-8.3
CCCN(C(=O)CSC1=Nc2ccccc2CS1)C1CCS(=O)(=O)C1 (stereo not drawn)	.	-6.1	2.9
CSc1sc(C(C)=O)c(N)c1S(=O)(=O)c1ccccc1	.	-3.9	-4.6
CCOC(=O)C1=C(C)Nc2nc(-c3cccs3)nn2C1c1sccc1C (stereo not drawn)	-4.8	-8.0	16.1
The results go on:
SMILES	mcGAS inh	hcGAS lum	NPYLR7 agonist
COc1ccc(C(=O)N2CCN(c3ccc(NC(=O)c4ccc(C)cc4)cn3)CC2)cc1F	-5.3	-0.9	-3.7
CC(NC(=O)Cc1ccccc1)c1ccc(Br)cc1 (stereo not drawn)	.	-8.2	-9.2
CC(C)c1nn(-c2ccc(Cl)c(Cl)c2)c(C(C)C)c1C(=O)O	-5.8	-5.6	6.5
O=C(OCC(=O)N1CCc2ccccc21)c1cccc(C(F)(F)F)c1	.	-7.0	-1.8
CN(Cc1cnccn1)Cc1nc(-c2cccs2)no1	.	-2.0	13.5
Cc1ccc2sc(NCCCN3CCOCC3)nc2c1C	.	-3.4	0.3
O=C(O)c1cccn(Cc2ccc(F)cc2)c1=O	.	-3.1	0.1
COc1ccc(C2CC(=O)C3C(=Nc4ccccc4NC3c3ccccc3C(F)(F)F)C2)cc1OC (stereo not drawn)	1.7	0.3	-8.1
COc1cc(-c2ccnc(N3CCN(C(=O)c4cccnc4Sc4ccc(C)cc4)CC3)n2)cc(OC)c1OC	-8.4	-5.8	7.0
CC(C)=CCN1CCN(Cc2cn(CCO)nc2C)[C@H]2CS(=O)(=O)C[C@H]21	-6.8	-8.0	.
CCOC(=O)CCc1c(C)nc2ncnn2c1N1CCN(C(=O)c2cc(C)on2)CC1	-5.7	-1.1	25.9
O=C(CC(c1cccc(O)c1)c1ccccc1Cl)NCc1ccncc1 (stereo not drawn)	1.9	-1.8	-20.7
Cc1ccsc1CN(C(=O)c1ccc(=O)n(C)n1)c1ccc(F)c(Cl)c1	.	-3.8	0.9
